CFTR F508del cor – F508del CFTR correction, initial screen, CFBE line, single point | activity (quench increase), % at 7.58 µM | CFBE cells, YFP halide quenching; stimulated with forskolin plus potentiator P3; % fluorescence drop versus neutral controls | hit rate 0.36% among 350,000;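 active means mean added fluorescence quench of at least 8% versus neutral control, with both replicates also reaching 8%; inconclusive means only one of the mean or replicate conditions met; inactive means mean below 8% and not both replicates reaching 8%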;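 further: cells transiently co-express mutant CFTR-F508del with the halide-sensitive YFP; corrector assay measuring rescue of mutant channel to the surface after 24 h compound exposure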
esBAF inh – Bmi1 luciferase reporter increase in mESCs, primary screen, esBAF inhibitor project, mouse ES cells, Bmi1 luciferase knock-in, single point. 24 h; 100% = twice the neutral-well signal. hit rate 2% among 350,000. reporter increase, % at 12.5 µM; in the data active means activation above about 40%; inconclusive means no clear call, values can overlap the other calls;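 further: 0% = median of the plate's neutral control wells and 100% = double that signal; a rise in the Bmi1 reporter signal indicates esBAF inhibition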
ERAP1 HTS inh – human ERAP1 aminopeptidase inhibitors, primary screen, biochemical, single point, plate reader | Endoplasmic reticulum aminopeptidase 1 (Homo sapiens), Q9NZ08 | recombinant ERAP1, Leu-AMC fluorescence, 60 min | inhibition, % at 10.7 µM | hit rate 0.15% among 340,000 | AID 652197, 2013;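 active means mean replicate inhibition of at least 30%, or all replicates individually reaching that 30% level; inactive means mean below 30% and not every replicate reaching it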;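 further: 0% = neutral control wells and 100% = L-leucinethiol positive control wells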
RAD52 anneal inh – RAD52 DNA annealing inhibitors, primary screen, biochemical, FRET, single point, set 2; inhibition, % at 18.7 µM; DNA repair protein RAD52 homolog (Homo sapiens), P43351; hit rate 0.46% among 360,000; recombinant RAD52 DNA annealing, FRET fluorescence;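 active means every replicate showing at least 50% inhibition; inconclusive means mean inhibition at least 50% but not in every replicate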
ARNT-TACC3 inh – disruptors of ARNT/TACC3 protein interaction, primary screen, biochemical, AlphaScreen, single concentration; Transforming acidic coiled-coil-containing protein 3 (Homo sapiens), Q9Y6A5; AlphaScreen His-ARNT PAS-B/GST-TACC3 binding, luminescence; TACC3 fragment carries E629A point mutation; inhibition, % at 9.99 µM; hit rate 0.66% among 390,000; AID 623870, 2012;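 active means mean inhibition of replicates at least 50% and at least half of replicates each reaching 50%; inconclusive means half or more replicates reach 50% but mean below 50%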;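 further: 0% = complete ARNT plus TACC3 wells and 100% = ARNT alone without TACC3; many hits fall short of the cut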
Xi reactivation – activators of inactive X chromosome reactivation, primary screen, imaging, XiGFP fibroblasts, GFP high-content imaging, set 2; XiGFP mouse fibroblasts, % GFP-positive cells imaging, 3 d; cells co-treated with 5-aza-dC sensitizer; scaled so ellipticine positive control = 100%; activation, % at 7.58 µM; hit rate 0.055% among 360,000; AID 743238, 2013;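 active means mean normalized replicate activation at least 10% and every replicate at or above 10%; inconclusive means only one of the two criteria met; inactive means mean below 10% and not all replicates reach 10%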;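 further: 0% = median of on-plate neutral control wells and 100% = ellipticine 6 µM median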
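Material: SV40-immortalized XiGFP fibroblast cells, line 68-5-11 | Buffer or medium: DMEM containing 5-aza-dC | Dosing: One concentration, pinned | Times: 3 d treatment, 15 min room-temperature fixation | Controls: Ellipticine 6 µM positive control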
RAD54 inh – inhibitors of human RAD54 branch migration, primary screen, biochemical, fluorescence, single point; hit rate 0.14% among 360,000; inhibition, % at 10.4 µM; RAD54 Holliday junction branch migration, FAM/BHQ fluorescence;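 active means mean normalized replicate activity at least 40 and at least half of replicates scoring 40 or more; inconclusive means only one of the two criteria met; inactive means mean below 40 and under half of replicates reaching 40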;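 further: 0% = median of neutral control wells and 100% = median of positive control wells; inhibitors cause a drop in the FAM fluorescence signal; in these data hits start at about 50%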
Target sequence (Q92698 whole entry, looked up): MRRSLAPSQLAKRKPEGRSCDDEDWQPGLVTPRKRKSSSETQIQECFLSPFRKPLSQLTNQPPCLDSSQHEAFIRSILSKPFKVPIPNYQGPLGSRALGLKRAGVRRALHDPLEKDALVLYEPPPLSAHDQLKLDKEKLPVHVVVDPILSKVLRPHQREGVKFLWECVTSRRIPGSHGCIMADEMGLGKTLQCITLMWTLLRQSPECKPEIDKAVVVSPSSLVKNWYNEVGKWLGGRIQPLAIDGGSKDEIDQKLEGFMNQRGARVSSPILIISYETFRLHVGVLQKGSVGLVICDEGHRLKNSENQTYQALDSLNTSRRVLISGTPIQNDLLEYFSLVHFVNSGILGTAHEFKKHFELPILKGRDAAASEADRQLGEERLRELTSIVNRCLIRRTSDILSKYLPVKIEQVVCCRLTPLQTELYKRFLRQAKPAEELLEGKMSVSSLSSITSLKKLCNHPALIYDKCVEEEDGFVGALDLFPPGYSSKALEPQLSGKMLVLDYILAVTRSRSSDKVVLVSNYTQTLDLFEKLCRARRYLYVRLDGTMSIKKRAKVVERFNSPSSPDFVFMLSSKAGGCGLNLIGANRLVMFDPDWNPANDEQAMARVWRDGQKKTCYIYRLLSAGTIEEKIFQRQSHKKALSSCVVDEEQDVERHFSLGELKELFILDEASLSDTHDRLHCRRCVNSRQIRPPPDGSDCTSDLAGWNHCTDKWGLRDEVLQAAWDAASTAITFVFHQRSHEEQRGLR
INS-1E GSIS act – GLuc luminescence reporter in INS-1E cells, primary screen for activators of glucose-dependent secretion of insulin. hit rate 0.61% among 370,000. activation, % at 16.6 µM. INS-1E GLuc reporter insulin secretion, 2-3 h;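 active means lowest replicate activation of at least 40%, so every replicate reaches that level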;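 further: 0% = median of neutral control wells and 100% = median of IBMX positive control wells; some compounds called inactive have numbers as strong as hits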
* marks the source's active call; other numbers are inactive results; i = inactive; ? = inconclusive; . = no result given.

SMILES	CFTR F508del cor	esBAF inh	ERAP1 HTS inh	RAD52 anneal inh	ARNT-TACC3 inh	Xi reactivation	RAD54 inh	INS-1E GSIS act
CCOc1ncccc1C(=O)Nc1ccc2c(c1)OCCO2	1.7	3	-1	-7	-5	-0.1	7	20
O=C(COC(=O)COc1cccc(Br)c1)NCc1ccc2c(c1)OCO2	-1.9	1	-1	-31	-14	0.0	0	6
COc1cccc2c1C(=O)c1c(O)c3c(c(O)c1C2=O)C[C@@](O)(C(C)=O)C[C@@H]3O[C@H]1C[C@H](N)[C@H](O)[C@H](C)O1	75*	-78	21	i	17	0.5	-111	.
Brc1ccc(OCc2nc3ccccc3[nH]2)cc1	0.7	?	4	10	-1	0.1	-3	18
Cc1ccc(S(=O)(=O)CCC(=O)Nc2nnc(-c3ccc(F)cc3)o2)cc1	0.1	-1	0	-8	6	-0.2	-4	4
Cc1ccc(NC(=O)CCc2nnc3ccc(NCc4ccco4)nn23)cc1F	0.9	2	0	-18	-3	0.0	-4	-2
O=C(NCc1ccc(Cl)cc1)C1CCN(S(=O)(=O)c2cccc3nonc23)CC1	2.4	3	-1	-14	2	0.0	3	34
COCC#Cc1ccc2c(c1)O[C@H](CN(C)S(C)(=O)=O)[C@@H](C)CN([C@@H](C)CO)S2(=O)=O	-4.5	5	0	-3	8	0.4	3	16
COc1ccc(S(=O)(=O)Nc2ccc3c(c2)C(=O)N([C@@H](C)CO)C[C@H](C)[C@@H](CN(C)Cc2ccc(C(F)(F)F)cc2)OCCCC[C@H](C)O3)cc1	1.2	0	5	12	-2	0.1	-5	-11
Cc1ccc(N=C2NC(=O)c3cc([N+](=O)[O-])ccc32)cc1	.	37	.	.	-2	-0.1	-6	5
Cc1noc(C)c1S(=O)(=O)Nc1ccc2c(c1)C(=O)N([C@H](C)CO)C[C@@H](C)[C@H](CN(C)Cc1ccccc1)O2	0.1	-1	-2	5	10	0.0	-1	13
CCOC(=O)c1cccc(-n2c(C)cc(C=O)c2C)c1	.	1	.	.	3	0.0	.	15
COc1ccccc1S(=O)(=O)N[C@@H]1CC[C@@H](CCNC(=O)C2CCC2)O[C@H]1CO	2.0	-9	4	10	0	-0.6	2	9
CCCn1nnnc1NC(=O)COc1ccc(Cl)c(C)c1	.	-8	.	.	2	-0.1	-2	0
COc1cccc(C(=O)NCCS(=O)(=O)N2CCCCCC2)c1	0.1	-11	-1	3	-25	-0.1	0	7
CCCNC(=O)C[C@H]1CC[C@@H]2[C@H](COc3ccc(NC(=O)c4cccc(F)c4)cc3C(=O)N2C)O1	0.2	3	-4	-7	-5	0.0	3	-9
CCn1nc(C)c(NS(=O)(=O)c2ccccc2)c1C	.	3	.	.	0	.	6	27
COc1cccc(NC(=O)C(=O)NCCCn2ccnc2)c1	-3.2	.	5	12	31	0.0	.	5
O=C(O)c1ccc2c(=O)n(Cc3ccccc3)c(SCc3ccc([N+](=O)[O-])cc3)nc2c1	2.6	-5	-1	-7	10	0.1	-2	-12
COCCN(CCOC)Cc1cc(=O)oc2cc(C)ccc12	5.8	0	.	-14	.	0.1	7	-3
COC(=O)CN(n1cnnc1)S(=O)(=O)c1ccc(C)cc1	.	-3	.	.	-3	.	-14	3
CC1=C(C)CC(C(=O)N2CCN(Cc3ccccc3)CC2)C(C(=O)O)C1 (stereo unspecified)	.	0	.	.	0	.	2	3
COC(=O)C[C@@H]1C=C[C@H](NS(=O)(=O)c2ccc(OC)cc2)[C@H](CO)O1	-0.4	-1	-1	-7	-15	-0.5	5	10
Cc1cc(C)cc(OCC(=O)OCC(=O)NC2CCCC2)c1	0.9	1	1	-11	-3	-0.1	-2	16
CN(C)C(=O)C[C@@H]1CC[C@@H]2[C@H](COC[C@@H](O)CN2C(=O)C2CCOCC2)O1	-0.3	-9	-2	-52	-4	0.7	-2	5
O=C1CN(C(=O)CCCc2c[nH]c3ccccc23)c2ccccc2N1	.	-4	1	-8	-1	.	-3	10
O=C(COC(=O)/C=C/c1cccc(Cl)c1Cl)Nc1ccc2[nH]c(=O)[nH]c2c1	-0.1	-3	23	-24	-20	0.2	5	-3
CCOC(=O)[C@]12CCC=C1N(Cc1ccc(Cl)cc1Cl)C(=O)[C@H](CC(=O)NCc1ccc(OC)c(OC)c1)C2	-4.1	.	2	-12	.	0.3	.	-30
Cn1nc(CC(=O)NC2CCCCCC2)c2ccccc2c1=O	2.7	-17	2	2	-2	0.0	11	.
COCCNc1nc(Nc2ccc(C#N)cc2)c2sccc2n1	3.4	1	2	-6	.	-0.1	4	31

2 neighbouring entries from above, quoted:
SMILES	CFTR F508del cor	esBAF inh	ERAP1 HTS inh	RAD52 anneal inh	ARNT-TACC3 inh	Xi reactivation	RAD54 inh	INS-1E GSIS act
CCOc1ncccc1C(=O)Nc1ccc2c(c1)OCCO2	1.7	3	-1	-7	-5	-0.1	7	20
O=C(COC(=O)COc1cccc(Br)c1)NCc1ccc2c(c1)OCO2	-1.9	1	-1	-31	-14	0.0	0	6

Additional results.
SMILES	CFTR F508del cor	esBAF inh	ERAP1 HTS inh	RAD52 anneal inh	ARNT-TACC3 inh	Xi reactivation	RAD54 inh	INS-1E GSIS act
Cc1c(N=C2SC(CC(=O)Nc3ccccc3)C(=O)N2CCN2CCOCC2)c(=O)n(-c2ccccc2)n1C (stereo unspecified)	2.2	.	-3	0	6	0.1	.	11
COc1ccc(C)cc1NC(=O)CSc1nc2ccccc2nc1N1CC(C)OC(C)C1 (stereo unspecified)	1.5	7	-1	-15	4	-0.3	0	.
COc1ccc(CNC(=O)C/C(C)=N/NC(=O)COc2ccc(Br)cc2)cc1	-3.0	-7	1	-32	.	0.0	0	-4
CSc1ccccc1NC(=O)CN(C)CC(=O)NCc1ccccc1	-1.0	.	-1	5	-18	-0.1	.	30
COc1cc2c(cc1OC)C1CCN3C(=O)CCC3N1CC2 (stereo unspecified)	-0.3	.	-3	-47	1	0.3	.	-5
CCOc1cc(C2c3c(oc4ccccc4c3=O)C(=O)N2c2nccs2)ccc1O (stereo unspecified)	-5.8	6	.	-7	-4	0.8	.	8
Cc1ccc(-c2cnc3c(c2)C(=O)N([C@@H](C)CO)C[C@@H](C)[C@H](CN(C)C(=O)c2cccc(F)c2)O3)cc1	3.7	12	.	7	.	-1.2	.	-13
COCCn1c(SCC(=O)NC2CC2)nnc1-c1ccco1	-0.5	-9	1	-13	0	0.0	-2	-7
N#C[C@H]1[C@@H](c2ccc(-c3cccc(F)c3)cc2)[C@@H](CO)N1C(=O)NC1CCCC1	1.7	4	0	-51	-14	-0.1	7	-18
O=C(CC1C(=O)NCCN1Cc1ccc(F)cc1)NCCOc1cccnc1 (stereo unspecified)	.	.	10	-25	-6	0.1	.	-12
Cc1ccccc1NC(=O)Cc1nc(COC(=O)c2ccc(NC(N)=O)cc2)cs1	-2.4	-4	-6	-410	-22	-0.1	-3	-11
Cc1ccc(C)c(C(=O)CC2(O)C(=O)N(C)c3ccccc32)c1 (stereo unspecified)	2.4	-7	-3	-5	-21	.	-2	-1
CCN(C[C@H]1N[C@H](CO)[C@@H]1c1ccc(-c2cccc(C#N)c2)cc1)C(C)=O	5.1	2	1	-55	6	0.2	0	11
C[C@H]1CN([C@@H](C)CO)C(=O)c2cccc(NS(=O)(=O)c3cccs3)c2O[C@H]1CN(C)S(=O)(=O)c1cn(C)cn1	0.3	-1	1	-24	-6	0.0	6	27
CCOC(=O)C[C@H]1c2ccc(C(F)(F)F)cc2S(=O)(=O)N1c1ccccc1	-2.9	1	7	-12	.	-0.2	1	.
CC(C)c1cc2cc3ccc(=O)oc3cc2o1	-2.0	52*	-1	-9	-2	0.0	1	7
COc1cccc(N(C(=O)c2snc(C(N)=O)c2N)C(C(=O)NCC2CCCO2)c2cccs2)c1 (stereo unspecified)	-0.6	26	3	-4	-3	0.3	-3	-2
COc1ccc(C(=O)N2CCC2(C)C(=O)NC(C)C)cc1OC (stereo unspecified)	-0.3	-1	1	-9	.	0.1	8	29
COc1ccc(CC(=O)Nc2cccc(C(=O)Nc3ccccc3C(=O)O)c2)cc1OC	.	-4	.	.	-7	0.3	-9	2
O=C(CCc1nnc(C2(c3ccc(Cl)cc3)CCC2)o1)N1CCCC1	0.1	65*	-4	-5	2	0.1	-4	2
COCc1cc(C)nc(Nc2ccc(C)cc2C)c1C#N	.	-3	.	.	0	.	9	10
Nc1cc(=O)n(Cc2ccccc2)c(=O)n1-c1ccc(F)cc1	1.6	1	3	-1	0	0.0	.	1
O=C(C[C@@H]1CC[C@@H]2[C@H](COC[C@H](O)CN2C(=O)c2ccccc2)O1)Nc1ccccc1	-0.1	-2	.	.	-10	0.0	8	-6
C[C@@H]1CN([C@H](C)CO)C(=O)c2cc(NC(=O)Nc3ccccc3)ccc2O[C@@H](C)CCCCO[C@@H]1CN(C)C(=O)Cc1ccccc1	-2.0	-4	0	-11	-4	0.0	-20	-21
COc1cccc(Cl)c1NC(=O)N1CCN(c2cc(C)nc3ccccc23)CC1	-2.8	5	.	-5	2	-0.1	23	-6
COc1ccc(Cl)cc1NC(=O)CN1CCc2ccccc2C1	0.3	0	1	-19	2	0.0	-1	9
N#Cc1ccccc1OCC(=O)OCC(=O)NC1CCCCC1	1.2	2	-10	-9	-5	0.0	-2	23
Cc1ccc(N(C(=O)c2csnn2)C(C(=O)NC2CCCCC2)c2cccnc2)cc1C (stereo unspecified)	0.6	4	0	-16	.	0.1	-7	16
CCCC1=Nc2cc(C(=O)NCCN3CCCC3)ccc2Sc2ccccc21	1.0	0	1	34	11	0.0	2	2
O=C(Cc1cc(C(=O)O)c2ccccc2n1)Nc1ccccc1	-2.7	8	2	-16	-1	0.1	-5	10
C[C@@H]1CN([C@@H](C)CO)C(=O)Cc2cc(NC(=O)C3CCCCC3)ccc2O[C@H]1CN(C)Cc1ccncc1	2.9	4	0	-11	2	-0.1	3	0
C#CCOc1ccc(/C=C2/C(=O)ON=C2C)cc1Cl	0.3	-8	4	-3	-4	-0.1	-17	-14
C[C@@H]1CCCCO[C@@H](CN(C)C(=O)Nc2ccc3c(c2)OCO3)[C@H](C)CN([C@@H](C)CO)C(=O)c2cc(NC(=O)Nc3ccc(F)cc3)ccc2O1	-1.7	1	-2	16	-3	0.2	5	17
O=C(Nc1cccc(C(F)(F)F)c1)c1cnccn1	0.8	.	-4	1	.	0.0	.	16
CNC[C@H]1Oc2ccc(NC(=O)Nc3ccc(F)cc3)cc2CC(=O)N([C@H](C)CO)C[C@H]1C	-0.1	-4	2	-3	-8	0.0	-11	-13
CC(C)C#Cc1ccc2c(c1)O[C@H](CN(C)Cc1cccnc1)[C@@H](C)CN([C@@H](C)CO)S2(=O)=O	2.8	16	4	-3	0	-1.0	-3	-29
C[C@@H]1CN([C@H](C)CO)C(=O)Cc2cc(NS(=O)(=O)c3ccc(F)cc3)ccc2O[C@@H]1CN(C)C	-1.3	-4	1	25	-6	-0.1	12	1

Bioassay records (PubChem)
